FXN GAA850 act: increases GAA850 frataxin promoter reporter activity. HEK293 lucGAA850 FXN promoter luciferase reporter, 24 h; percent of 10 µM SAHA response. activation, % at 6 µM. 0.56% of 360,000 active;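 active = activation above the average of all compounds screened plus 3 SD, cutoff fixed separately per campaign, cut at about 7.5% in these data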;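 note: 0% = DMSO wells and 100% = 10 µM SAHA wells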
hgDAF12 agonist: activates the H. glycines DAF-12 receptor ligand-binding domain. HEK293 GAL4-hgDAF12 UAS-luciferase reporter, agonist luminescence; normalized to butyrate control. activation, % at 6.8 µM. 1.8% of 370,000 active;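 active = activation above a cutoff set at the mean of all screened compounds plus 3 SD, cut at about 10% in these data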;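 note: 0% = DMSO wells and 100% = sodium butyrate wells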
ssDAF12 agonist: activators of S. stercoralis DAF-12 nuclear receptor | HEK293 ssDAF-12/GRIP1 lit1-tk-luc reporter, luminescence; % of 3 µM dafachronic acid response | activation, % at 6.8 µM | 1% of 370,000 active | AID 652126;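 active = activation above the mean over all tested compounds plus 3 SD, cut at about 0.9% in these data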;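 note: 0% = DMSO-only wells and 100% = 3 µM delta7-dafachronic acid wells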
hcDAF-12 act: activates DAF-12 receptor from parasite H. contortus; HEK293 hcDAF-12 lit1-tk-luc reporter, luminescence; 0% DMSO, 100% Δ7-dafachronic acid; activation, % at 6.8 µM; 1.4% of 370,000 active;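 active = activation above the mean of all tested compounds plus 3 SD, cut at about 5.5% in these data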;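 note: 100% = response to 3 µM Δ7-dafachronic acid high control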
DAX1 inh-1: blocks DAX1 repression of SF-1 activated StAR promoter. HEK293T StAR-luciferase reporter, SF-1/DAX-1 repression relief. inhibition, % at 6.8 µM. 1.1% of 370,000 active. AID 652010;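 active = inhibition above the mean over all tested compounds plus 3 SD, cut at about 3.6% in these data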;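 note: 0% = DAX-1 cells with DMSO and 100% = cells lacking DAX-1 with DMSO; higher inhibition means more luminescence from relief of DAX-1 repression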
GC-A act: GC-A (human) enzyme activation | P16066 | HEK293 GC-A cells, cGMP TR-FRET, EC30 ANP; 0% at EC30 ANP, 100% saturating ANP | activation, % at 10 µM | 0.14% of 370,000 active | AID 1671463; in the data active = activation above about 40%
DAX1 inh-2: inhibitors of human orphan nuclear receptor DAX1 (NR0B1). P51843. HEK293 Gal4-DAX1 luciferase reporter, luminescence. inhibition, % at 6.75 µM. 0.99% of 340,000 active. AID 504766;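 active = inhibition above the mean over all tested compounds plus 3 SD, cut at about 4.2% in these data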;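 note: 0% = DAX1-transfected cells with DMSO and 100% = empty-vector control cells with DMSO; inhibition shows as a rise in luminescence from relieved DAX1 repression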
Target sequence (P51843 207-470 limits assumed): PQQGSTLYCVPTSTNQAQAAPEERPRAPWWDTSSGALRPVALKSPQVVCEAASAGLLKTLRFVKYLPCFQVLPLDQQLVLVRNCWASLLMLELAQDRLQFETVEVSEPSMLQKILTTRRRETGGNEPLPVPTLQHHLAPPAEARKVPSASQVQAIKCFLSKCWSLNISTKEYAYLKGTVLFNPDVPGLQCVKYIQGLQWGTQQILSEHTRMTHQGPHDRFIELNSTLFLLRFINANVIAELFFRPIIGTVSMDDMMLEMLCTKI
SMARCA2 activ: increases SMARCA2 function in MMTV reporter cells. MG213 cells, MMTV-luciferase reporter, dexamethasone, overnight. activation, % at 9.1 µM. 1% of 370,000 active. AID 652017; in the data active = activation above about 7.8%;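 note: 0% = vehicle wells and 100% = reference activator wells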
ADAM17 inh: ADAM17 inhibition, QFRET primary screen; inhibition, % at 6.95 µM; 0.83% of 370,000 active; P78536; recombinant ADAM17, EDANS/DABCYL FRET peptide cleavage;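 active = inhibition above the mean of compounds lying between control limits plus 3 SD, set per campaign, cut at about 8.5% in these data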;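 note: 0% = DMSO-only wells as the low control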
Target sequence (P78536 215-824 limits assumed): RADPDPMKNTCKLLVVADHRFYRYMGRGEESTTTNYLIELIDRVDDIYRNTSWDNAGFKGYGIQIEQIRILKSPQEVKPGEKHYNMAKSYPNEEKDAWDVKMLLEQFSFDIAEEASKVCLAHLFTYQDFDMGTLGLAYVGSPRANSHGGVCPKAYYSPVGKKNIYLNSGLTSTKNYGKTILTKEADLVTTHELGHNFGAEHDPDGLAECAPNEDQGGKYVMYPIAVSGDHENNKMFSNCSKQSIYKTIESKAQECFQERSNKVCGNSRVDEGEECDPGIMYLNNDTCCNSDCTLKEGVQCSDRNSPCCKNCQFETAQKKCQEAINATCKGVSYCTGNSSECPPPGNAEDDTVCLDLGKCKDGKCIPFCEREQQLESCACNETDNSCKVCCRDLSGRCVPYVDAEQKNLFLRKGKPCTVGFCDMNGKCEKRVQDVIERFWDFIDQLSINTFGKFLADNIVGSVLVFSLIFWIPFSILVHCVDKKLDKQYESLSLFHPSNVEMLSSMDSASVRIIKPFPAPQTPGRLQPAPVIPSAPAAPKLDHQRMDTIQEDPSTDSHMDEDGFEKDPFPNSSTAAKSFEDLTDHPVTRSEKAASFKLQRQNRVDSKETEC
ADAM10 inh: inhibits human ADAM10; O14672; recombinant ADAM10, EDANS/DABCYL FRET peptide cleavage, 3 h; inhibition, % at 7 µM; 0.62% of 370,000 active;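 active = inhibition above a per-campaign cutoff equal to the mean of compounds falling between control-based bounds plus 3 SD, cut at about 20% in these data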;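 note: 0% = DMSO wells while the 100% control is not disclosed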
PG9 Ab binder: small molecules binding HIV-1 gp120 antibody PG9; inhibition, % at 6.7 µM; 0.43% of 360,000 active; TR-FRET gp120-PG9 antibody binding; in the data active = inhibition above about 8.5%
Numbers without * were called inactive; x = not tested or not shown.

SMILES	FXN GAA850 act	hgDAF12 agonist	ssDAF12 agonist	hcDAF-12 act	DAX1 inh-1	GC-A act	DAX1 inh-2	SMARCA2 activ	ADAM17 inh	ADAM10 inh	PG9 Ab binder
C/C(=N/NS(=O)(=O)c1ccc(C(C)C)cc1)c1ccncc1	3.1	-1.2	-0.8	-0.3	-3.9	0	-0.4	-3	-3	-4	1.0
Cc1ccccc1NS(=O)(=O)c1ccc(N2CCCC2=O)cc1	-4.2	0.2	-1.6	-0.2	-2.3	-6	-5.0	-2	-2	2	1.9
CCOc1ccc(NC(=O)CC(NCc2ccccn2)C(=O)O)cc1 (centres undefined)	0.3	4.0	-0.8	-0.3	-0.1	-1	1.8	-3	1	-5	-0.8
COc1ccc([N+](=O)[O-])cc1NC(=O)c1cccnc1	0.3	-1.6	-1.4	-2.5	-0.1	4	-0.6	-1	0	-1	-0.6
CCN1CCN(c2ccc(NC(=O)c3ccc(Br)o3)cc2)CC1	4.3	11*	1.1*	3.4	3.7*	-1	1.4	5	-2	-7	-2.9
Cn1cccc1C(=O)OCc1ccc(F)cc1	0.2	1.6	-0.8	0.9	0.3	2	0.8	-2	-1	-5	-1.2
O=C(COC(=O)CNC(=O)c1ccc(Cl)c([N+](=O)[O-])c1)NCC1CCCO1 (centres undefined)	1.1	-1.0	-0.4	-0.2	-1.2	-4	0.5	-1	4	-5	0.2
COCn1c(C(O)c2ccccc2)cc2ccccc21 (centres undefined)	1.6	1.8	-0.5	6.2*	0.3	-7	0.5	2	2	2	0.3
COc1ccc(CN(C)C(=O)COC(=O)c2ccc(-c3ccccc3)cc2)c(OC)c1OC	0.7	0.8	-1.1	-1.7	-1.4	2	0.8	-3	3	17	-0.5
COc1cccc2c1C(=O)CC1C2CCC2CC(=O)CCC21C (centres undefined)	0.3	-0.1	-2.5	-0.2	0.2	0	2.5	-4	-2	-5	-2.0
O=C(NCCOc1ccccc1)c1cccc(S(=O)(=O)NCc2ccccc2)c1	-0.1	-1.8	-2.0	-1.6	-2.0	0	0.2	-4	1	-5	0.7
Cc1c(C(=O)c2ccc3c(c2)OCO3)ccc2c1OCO2	2.0	1.0	-0.7	-1.0	-0.9	4	2.2	1	-6	-10	-0.6
c1ccc(Oc2cccc(Oc3ccccc3)n2)cc1	1.2	-0.9	-1.9	-1.8	0.0	1	1.8	3	2	11	-0.9
CCNc1nc(Oc2ccc(C#N)cc2)cc(C(F)(F)F)n1	2.5	-1.2	-1.1	-2.5	-0.8	5	-0.5	-1	-5	-8	-0.3
COCCSc1nc2c(c(=O)[nH]c(=O)n2C)n1CCC(C)C	0.9	-1.6	-0.8	-0.5	0.4	7	-0.3	-2	-1	-6	-4.8
Cc1c(-c2ccccc2)oc2c(C(=O)N3CCN(c4ccccc4F)CC3)cccc2c1=O	-0.5	-3.6	-1.0	1.6	0.4	-6	0.9	-3	2	7	-0.2
C/C(CCC(C)C)=N\Nc1cc(C)c2ccccc2n1	2.0	-0.6	0.1	1.3	-0.3	6	0.9	-3	-7	-11	-0.7
Cn1c(=O)c2c(ncn2CC(=O)N/N=C/c2cn[nH]c2-c2ccc(F)cc2)n(C)c1=O	0.2	2.9	-1.2	3.5	-0.1	-3	-0.1	-2	-2	1	0.1
CCCCCCCCN1C(=O)[C@@H](CC(=O)N2CCN(C(=O)C3CC3)CC2)C[C@@]2(C(=O)OC)C1=C[C@H](C(C)(C)C)O[C@@H]2C	x	0.1	-0.9	0.8	0.2	3	x	-3	0	2	1.0
CCn1c(COc2ccc(C)cc2)nnc1SCC(=O)C(C)(C)C	1.1	-1.9	-1.2	-2.5	-0.6	2	-1.5	-1	-2	5	-1.2
COC(=O)CSc1nnc(-c2cccnc2)n1-c1cccc(OC)c1	2.0	1.3	-2.0	0.9	0.3	-1	1.0	-2	-4	-3	0.5
O=C(Nc1cc(S(=O)(=O)N2CCOCC2)ccc1N1CCCC1)c1ccccc1F	0.5	0.5	-0.1	0.5	0.4	2	1.5	-1	1	1	-2.7
COC(=O)c1ccc(OCC2c3cc(OC)c(OC)cc3CCN2C(C)=O)cc1 (centres undefined)	3.6	-3.4	-2.2	-2.0	-1.5	2	-0.8	2	-1	-1	1.5
Cc1ccc(S(=O)(=O)C(C#N)c2nc3ccccc3nc2N2CCCC2)cc1C (centres undefined)	-0.8	-2.4	-0.4	-0.9	-0.1	1	-0.1	-5	-4	-8	0.6

As entered above.
`COC(=O)CSc1nnc(-c2cccnc2)n1-c1cccc(OC)c1` @ hgDAF12 agonist: 1.3
`CCn1c(COc2ccc(C)cc2)nnc1SCC(=O)C(C)(C)C` @ ssDAF12 agonist: -1.2

Continuation:
SMILES	FXN GAA850 act	hgDAF12 agonist	ssDAF12 agonist	hcDAF-12 act	DAX1 inh-1	GC-A act	DAX1 inh-2	SMARCA2 activ	ADAM17 inh	ADAM10 inh	PG9 Ab binder
Cc1c(Cl)cccc1NC(=O)CSCc1cc(=O)[nH][nH]1	-2.2	-0.4	-1.1	3.0	-0.2	1	0.5	-3	1	11	1.3
NC(=O)c1cccc(-c2noc(-c3ccccc3F)n2)c1	1.7	0.6	-1.2	1.3	1.6	3	0.3	3	-5	0	1.4
COc1ccc(S(=O)(=O)N2CCC(C(=O)N[C@@H](C)C(=O)NCc3ccncc3)CC2)cc1	1.5	1.6	-1.1	-1.0	0.4	-1	0.2	0	-2	-3	-2.6
O=C(CSc1ccccc1)Nc1cccnc1	-1.2	-0.2	0.1	-0.7	0.1	4	0.0	-4	-3	1	-0.5
CC1=C(C)CS(=O)N(c2ccc(S(N)(=O)=O)cc2)C1 (centres undefined)	3.7	-2.0	-0.8	-1.9	-0.7	15	-0.5	4	-3	4	0.1
CCN1C(C)=C(C)S/C1=C1\SC(=S)N(N)C1=O	1.8	1.1	-1.8	0.2	0.7	-11	-1.6	0	0	2	-18
CC(C)(C)c1ccc(COn2ccnc2)cc1	4.5	2.1	-1.2	1.8	-0.4	2	0.7	-2	4	4	-1.3
Cc1cc(C(=O)NNC(=O)Nc2cccc(C(F)(F)F)c2)no1	2.4	2.4	-0.7	1.2	0.1	-2	x	1	-1	-3	-1.1
O=C1CNC(=O)c2c(nc3n2CCC3)N1	3.4	3.9	-1.1	2.5	0.4	7	-1.4	7.8*	3	4	-0.7
COc1nccnc1NS(=O)(=O)c1ccc(NC(=S)NC(=O)c2ccccc2F)cc1	-0.3	1.3	-0.5	-1.4	1.0	3	2.3	0	3	-4	-2.1
O=C(Nc1cccnc1)c1ccc(Cl)cc1[N+](=O)[O-]	1.1	-3.8	-1.2	1.6	0.8	-1	-1.1	-9	-3	-7	-3.2
COC(=O)c1cc2sccc2n1CC(=O)N1CCCc2ccccc21	0.9	1.6	-1.0	-1.6	-0.6	-16	-0.6	-3	-1	-6	0.7
CC(=O)OC1CCC2C3CCC4=C(CC(F)C(=O)C4)C3CCC12C (centres undefined)	0.6	0.1	-0.8	-1.2	1.8	1	1.6	1	3	7	-1.9
Cc1ccc(-n2[nH]c(=O)c(-c3ccccn3)c2C)cc1	-8.3	-6.3	-1.1	3.0	1.5	1	-3.4	-4	0	-5	-1.8
C[C@]12c3[nH]c4ccc(Cl)cc4c3CCN1C(=O)[C@@H](CC(=O)NCCN1CCOCC1)C[C@@H]2C(=O)N1CCOCC1	-1.8	3.4	-1.1	-1.9	-0.1	2	0.9	-1	-4	-3	-2.2
C=CCn1c(SCC#N)nc2sc(CC)cc2c1=O	3.2	-2.1	-1.6	-1.3	0.3	1	0.4	2	-1	8	-0.8
CCCCCCCCNCCS(=O)(=O)NCCCCCCCC	0.2	0.3	-0.5	0.5	0.1	-1	1.8	-5	-8	-16	-1.2
O=C(COC(=O)c1cc(S(=O)(=O)N2CCOCC2)ccc1F)Nc1ccccc1C(F)(F)F	0.4	0.8	-0.6	-1.6	0.1	11	1.6	-2	-1	-15	-0.8
O=C(NC(c1ccccc1)c1ccccc1)C1CCCC1	0.5	2.8	1.4*	0.1	-0.4	-9	0.4	-2	2	-1	-1.9
Cc1onc(-c2ccccc2Cl)c1C(=O)N1CCC(C(N)=O)CC1	1.0	-3.5	-0.3	0.5	1.3	-5	-0.8	-6	-2	-4	-0.3
Cc1csc(SCc2nnc(-c3ccc(Cl)cc3)o2)n1	3.8	9.1	0.3	2.1	1.6	1	2.7	6	2	14	0.0
Cc1ccc2nc(SCC(=O)Nc3ccc4[nH]c(=O)[nH]c4c3)[nH]c2c1	1.1	2.4	1.0*	2.7	2.9	1	0.1	-2	-4	-10	-0.8
O=C(NCCc1cccc(F)c1)C1CC(O)CN1C(=O)Nc1ccccc1 (centres undefined)	-1.1	1.2	-0.9	0.5	0.7	1	1.0	-2	2	1	0.3
O=C1CCN(C(=S)NCCc2ccccc2)CC1	0.2	1.2	-1.5	-1.2	-0.7	-4	-0.1	1	0	0	-1.1
Cc1cccc(S(=O)(=O)NC(=O)C2(C)CCN2C(=O)Cc2ccc(-c3ccccc3)cc2)c1 (centres undefined)	0.3	0.7	-0.1	1.1	-0.3	5	x	-7	-4	-21	-0.6
O=C(NCc1ccccc1)NCC12CC3CC(CC(C3)C1)C2	0.0	1.4	0.1	-0.5	0.5	-4	0.8	2	-2	3	0.7
CCOC(=O)N1CCN(C(=O)C[C@H]2C[C@@]3(C(=O)OC)C(=C[C@H](C(C)(C)C)O[C@@H]3C)N(Cc3ccco3)C2=O)CC1	x	0.1	-1.2	-0.8	1.1	-5	x	6	0	8	x
O=c1c2c3nc4ccccc4nc3n(CCN3CCOCC3)c2ncn1CCN1CCOCC1	2.7	1.2	-1.7	-1.8	-0.7	-1	1.1	-2	-21	-66	1.1
Cc1c(/C=C2\SC(=O)N(CC(=O)Nc3ccc4c(c3)OCO4)C2=O)c2ccccc2n1C	-0.2	4.9	-1.2	-0.8	0.1	0	0.3	1	-1	4	-0.2
O=C(O)c1ccc2c(c1)ncn2C1CCCCCC1	0.2	-2.2	-0.7	-2.0	-1.4	0	0.5	4	2	4	-3.4
COc1cc(NC(=S)Nc2ccc(N(C)C(C)=O)cc2)cc(OC)c1	-0.3	-0.4	-1.4	-1.6	-0.1	-6	1.4	-1	1	-1	-1.8
c1coc(-c2nnc(-c3cccs3)o2)c1	4.9	5.9	-1.0	0.6	1.0	1	1.4	0	-110	-445	-0.6
Cc1ccc(S(=O)(=O)NNC(=S)Nc2cccc(C)c2C)cc1	2.0	-2.4	-1.3	-0.2	0.1	0	-1.3	0	-1	3	-3.3
N/C(=N\OC(=O)c1ccc([N+](=O)[O-])cc1Cl)c1ccccn1	-6.8	9.2	1.1*	6.1*	0.4	0	-7.2	1	-2	6	-2.4
CCN1CCN(c2ccc(S(=O)(=O)N3CCOCC3)cc2N)CC1	-0.5	-0.3	-1.6	-0.2	0.2	3	-0.6	7	-1	-2	1.4

Reprinted at random: 2 entries already listed.
SMILES	FXN GAA850 act	hgDAF12 agonist	ssDAF12 agonist	hcDAF-12 act	DAX1 inh-1	GC-A act	DAX1 inh-2	SMARCA2 activ	ADAM17 inh	ADAM10 inh	PG9 Ab binder
COC(=O)CSc1nnc(-c2cccnc2)n1-c1cccc(OC)c1	2.0	1.3	-2.0	0.9	0.3	-1	1.0	-2	-4	-3	0.5
CCCCCCCCNCCS(=O)(=O)NCCCCCCCC	0.2	0.3	-0.5	0.5	0.1	-1	1.8	-5	-8	-16	-1.2

High-throughput results: PubChem, several laboratories
